# Tb PYK inh – blocks Trypanosoma brucei pyruvate kinase | 0.12% of 410,000 active | Q57TT1 | Potency, µM (doses to about 76.8 µM), for the others: at the highest dose activity, negative = inhibition, usual class: inhibitors | TbPYK enzyme, Kinase-Glo Plus ATP luminescence, 45 min; note: potency is the fitted concentration of half-maximal effect; % is set by controls: 0 for no effect and ±100 for the full control effect; nearly all actives have a fitted effect of over 50% in size
#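 ADP (130 uM final) triggers the TbPYK reaction after compound addition; incubation is 45 min at room temperature. Kinase-Glo Plus is then added and luminescence imaged. Normalized data are fitted to concentration-effect curves.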
# LmPK inh – LmPK (Leishmania mexicana) enzyme inhibition; Q27686; purified LmPK, Kinase-Glo ATP luminescence, 1 h; Potency, µM (series often up to 57.5 µM), for the others: at the top dose activity change, negative = inhibition, usual class: inhibitors; 0.37% of 290,000 active; note: potency is the fitted concentration of half-maximal effect; % is set by controls: 0 for no effect and ±100 for the full control effect
# Target sequence (Q27686 whole entry, looked up): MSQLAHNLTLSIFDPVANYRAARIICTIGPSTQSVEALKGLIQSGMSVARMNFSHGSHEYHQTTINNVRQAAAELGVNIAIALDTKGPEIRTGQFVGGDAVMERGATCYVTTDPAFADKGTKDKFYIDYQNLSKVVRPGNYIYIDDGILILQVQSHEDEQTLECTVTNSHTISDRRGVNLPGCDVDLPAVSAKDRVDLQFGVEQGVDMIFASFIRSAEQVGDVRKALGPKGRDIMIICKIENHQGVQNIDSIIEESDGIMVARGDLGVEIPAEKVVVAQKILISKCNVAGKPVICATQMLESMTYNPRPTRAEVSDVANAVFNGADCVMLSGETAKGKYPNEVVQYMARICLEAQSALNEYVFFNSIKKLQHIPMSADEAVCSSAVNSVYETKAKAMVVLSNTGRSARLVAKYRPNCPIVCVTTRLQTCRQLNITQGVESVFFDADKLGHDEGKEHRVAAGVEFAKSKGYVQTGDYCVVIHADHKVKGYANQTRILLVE
#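 Pyruvate kinase activity monitored as ATP production (luciferase luminescence). Conditions: 0.1 nM enzyme, 0.5 mM PEP, 0.1 mM ADP, 1 h, RT; normalized against uninhibited and no-enzyme wells.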
# Pf growth 48h – inhibits P. falciparum growth in the first generation, 48 h | P. falciparum luciferase growth in erythrocytes, 48 h | Potency, µM (doses to about 28.7 µM), for inactives: at the highest dose activity change, negative = inhibition, most hits filed as inhibitors | 5.9% of 310,000 active; note: potency is the fitted concentration of half-maximal effect; % is set by controls: 0 for no effect and ±100 for the full control effect
#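 Erythrocytes infected with P. falciparum carrying an integrated firefly luciferase reporter (2% hematocrit, 0.1% parasitemia final) were exposed to compounds in RPMI 1640 with 0.5% Albumax at 37 C, 5% CO2. Growth inhibition was scored as reduced luminescence.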
# AMA1-RON2 inh – disrupts binding of P. falciparum AMA1 to RON2. AID 720542. Potency, µM (titrated, usually from 58.2 µM), without a hit: top-dose activity change, negative = inhibition, usual class: inhibitors. AlphaScreen AMA1-biotinylated RON2 peptide binding. 0.2% of 360,000 active;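 note: potency is the fitted concentration of half-maximal effect; 0% = vehicle wells and -100% = peptide control; nearly all actives have a fitted effect of over 45% in size; some results filed as inactive show a strong effect at the top dose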
#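 AMA1 (3D7) with his tag at 25 nM final met compounds first, then biotinylated RON2 peptide at 25 nM; detection used donor plus acceptor beads, 10 µg/mL apiece, read by AlphaScreen after 30 min at room temperature.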
# Pf growth 96h – P. falciparum growth inhibition at 96 hours; P. falciparum luciferase reporter growth, 96 h; Potency, µM (titrated, usually from 28.7 µM), without a hit: at the highest dose activity change, negative = inhibition, most hits filed as inhibitors; 6.9% of 320,000 active; AID 504834; note: potency is the fitted concentration of half-maximal effect; % is set by controls: 0 for no effect and ±100 for the full control effect
#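 Plates of compound plus infected erythrocytes (2% hematocrit, 0.05% parasitemia final) incubate 96 hours, 37 C, 5% CO2. Detection reagent added; reduced luminescence from the parasites' luciferase reporter flags inhibition.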
# Shiga inhibitor – inhibitors of Shiga toxin in Vero cells; Vero cells, Shiga toxin protein synthesis inhibition reporter; AID 2315; inhibition, % at 38.7 µM; 9.2% of 290,000 active; in the data active = inhibition mostly above about 28%, no sharp cut-off; inactive = mostly below about 43%; note: 0% is about no effect
# Cycloheximide cs – affects cycloheximide protein synthesis inhibition readout, counter-screen | max response, % | 12% of 300,000 active | cell reporter, cycloheximide protein synthesis inhibition counterscreen | AID 2314; in the data active = max response mostly above about 13%, no sharp cut-off; inactive = mostly below about 14%; note: read at 38.3 µM for the half of the compounds with a filed dose; 0% is about no effect
# * hit, by the source's call; ? = inconclusive; / = no result given; [ ] = another dose, or the depositor's remark. Unless noted, calls come from the whole dose curve; as a rule, active = well fitted curve in the direction sought with a large enough effect; inconclusive = small, poorly fitted or top-dose-only effect, or another doubt; inactive = no such curve, though single readings can be large; an effect the other way counts as inactive or inconclusive.
SMILES,Tb PYK inh,LmPK inh,Pf growth 48h,AMA1-RON2 inh,Pf growth 96h,Shiga inhibitor,Cycloheximide cs
O=C1C=C(Nc2ccccc2)CC(c2ccccc2)C1 (centres undefined),0%,1%,-14%,-16%,1.9µM*,22,3
O=C(CCC(=O)N1CCOc2ccccc21)NCCN1CCOCC1,4%,0%,12%,-1%,-27%,-2,-2
CN(C)/C=N/c1sc2c(c1C(N)=O)CCCC2,-7%,-20%,?,0%,3%,4,17
O=C(O)CCN1C(=O)c2ccc(NC(=O)C(c3ccccc3)c3ccccc3)cc2C1=O,-21%,4%,-28%,7%,3%,-8,2
COc1ccccc1NC(=O)C1=C(C)Nc2nnnn2C1c1cccc(C)c1 (centres undefined),6%,10%,/,-4%,?,17,2
O=C(COC(=O)[C@H](Cc1ccccc1)N1C(=O)c2ccccc2C1=O)Nc1ccc2c(c1)OCO2,-3%,7%,/,-9%,-4%,-7,-4
CCCCc1cc(=O)oc2cc(C)cc(OC(C)C(=O)NCC3CCC(C(=O)O)CC3)c12 (centres undefined),4%,1%,?,10%,9.3µM*,-3,1
COc1ccc(Cl)cc1NC(=O)CSc1nnc(COc2ccccc2)n1C,0%,1%,-19%,5%,?,-4,12
CC(NC(=O)C1CCCN1S(=O)(=O)c1cccc2cccnc12)c1ccccc1 (centres undefined),-2%,10%,/,16%,?,-9,-8
CCN(CC)C(=O)CSc1nc2ccccc2o1,6%,-2%,131%[activator],6%,-12%,67*,21*
O=C(NCCN1CCOCC1)c1nn2c(c1Cl)NC(c1ccccc1)CC2C(F)(F)F (centres undefined),0%,-2%,-9%,-3%,-14%,-11,-6
C=CCn1c(CCC(O)COCCCCC)n[nH]c1=S (centres undefined),?,7%,1%,34%[activator],25%,-10,-1
COCC(O)CSc1nc(C)[nH]c1[N+](=O)[O-] (centres undefined),2%,4%,/,-1%,2%,-8,0
COc1ccc(N(C(=O)c2snc(C(N)=O)c2N)C(C(=O)NCC2CCCO2)c2ccc3ncccc3c2)cc1OC (centres undefined),2%,-3%,?,-19%,-13%,0,-5
Cc1ccsc1/C=C/c1n[nH]c(=O)c(C#N)c1C,0%,-2%,28%,-5%,18%,6,-3
Cc1ccc(N2C(=O)NC(NC(=O)c3ccc(Cl)cc3)(C(F)(F)F)C2=O)cc1 (centres undefined),1%,7%,8%,10%,36%[activator],-5,-6
O=C1CCCC/C1=C\Nc1ccc(O)cc1,-13%,-9%,?,-1%,/,64*,41*
CC(C)c1ccc(/C=C2\SC(=O)N(CC(=O)NCCCn3ccnc3)C2=O)cc1,-3%,-1%,134%[activator],23%,138%[activator],69*,39*
Cc1c(CC(=O)O)c(=O)oc2cc3occ(-c4ccccc4)c3cc12,-3%,0%,15%,-8%,15%,5,-1
O=C(c1ccc2c(c1)OCO2)N1CCC2(CC1)Oc1ccc(F)cc1C(=O)C21CC(c2ccc(Cl)cc2)=NO1 (centres undefined),-7%,-1%,-22%,2%,-4%,-5,-3
CC(C)NC(=O)C1CC(=O)N(c2ccc(F)c(Cl)c2)C1 (centres undefined),1%,-5%,?,17%,473%[activator],-12,-1
Cc1ccc(-c2nnc(N3CCN(C(=O)COc4cccc(C)c4)CC3)c3ccccc23)cc1,5%,7%,8.3µM*,-10%,13µM*,17,1
CC(=O)c1cnc2sccn2c1=O,3%,0%,286%[activator],12%,7%,9,-4
O=C(COC(=O)c1n[nH]c2ccccc12)Nc1ccc(Cl)cc1[N+](=O)[O-],2%,2%,5%,-7%,17%,27,7
CC(C)CC(NC(N)=O)C(=O)Nc1ccc(Cl)c(Cl)c1 (centres undefined),-2%,0%,38%[activator],-2%,24%,10,-1
Cc1c(NC(=O)CSCc2ccc(Br)cc2)c(=O)n(-c2ccccc2)n1C,2%,0%,3%,-3%,?,-13,1
Cc1cccc(OCC(=O)OCC(=O)c2c(N)n(C)c(=O)n(C)c2=O)c1C,2%,6%,2%,0%,1%[5.75 µM],21,-3
CCNc1cc(Cl)nc(SC)n1,-16%,-1%,7%,-10%,50%[activator],28,-4
Cc1ccc(CNS(=O)(=O)c2c(C)n(C)c(=O)n(C)c2=O)cc1,2%,7%,98%[activator],-13%,50%[activator],11,-2
COc1ccc(CCNC(=O)C(=O)NCCC2CCCCN2S(=O)(=O)c2ccccc2)cc1 (centres undefined),3%,/,15µM*,-7%,0%,/,/
CC(=O)c1cccc(NC(=O)CCOc2ccccc2)c1,-1%,-6%,34%[activator],-2%,3%,51*,25*
O=C1NC2(CCCCCC2)N=C1c1ccc(Br)cc1,4%,5%,25%,20%,38%[activator],-3,10
C[C@@H](C(=O)NC1CCCC1)N1C(=O)N2CCc3c([nH]c4ccccc34)[C@@]2(C)C1=O,3%,-5%,4%,-4%,54%[activator],-1,2
COC(=O)COc1ccc(C2NC(=O)NC(c3ccccc3)=C2C(C)=O)cc1OC (centres undefined),-5%,-5%,-5%,-3%,142%[activator],-7,-2
CCOC(=O)C(=CNc1ccc(NC2=NCC(C)(C)S2)cc1)C(=O)OCC,-4%,2%,?,0%,?,24,1
CCN(CC(=O)NCc1ccc(F)cc1)C(=O)c1cccnc1SC,0%,2%,-12%,28%,16%,-5,-7
COC(=O)c1cn(CCOc2ccccc2F)c2ccccc12,1%,4%,/,10%,9%,71*,40*
O=C1CCC([N+](=O)[O-])C(c2cccc3ccccc23)N1 (centres undefined),1%,3%,33%[activator],19%,-16%,-5,0
Cn1cnnc1SCC(=O)NCc1cccc(C(F)(F)F)c1,7%,-4%,32%[activator],-2%,10%,-2,17
COc1ccc(N/C=C2\CCOC2=O)cc1,-2%,-4%,12%,21%,11%,-12,2
CSc1nc2c(c(=O)[nH]1)C(c1ccncc1)C(C(=O)OC(C)C)=C(C)N2 (centres undefined),2%,4%,?,-5%,5%,-12,-1
COCC(C)NC(=O)CCSc1nc(-c2ccc(OC)cc2)cc(C(F)(F)F)n1 (centres undefined),3%,2%,5.2µM*,10%,9.3µM*,-5,4
O=C1CCN(S(=O)(=O)c2ccc(Cl)cc2)CCN1,1%,0%,11%,7%,1%,16,-1
COc1ccc(S(=O)(=O)N2CCOC23CCN(C(=O)c2ccccc2Br)CC3)cc1,1%,0%,-28%,-13%,-2%,-3,-1
CC1(C)CN(c2ccc(N3CC(C)(C)C3=O)cc2)C1=O,-8%,-2%,63%[activator],-3%,100%[activator],69*,39*
O=C1OCc2cc(-n3cccc3)ccc21,2%,10%,17%,4%,?,28,17*
CC(=O)c1nn(-c2ccccc2)cc1C(=O)c1ccc(Br)cc1,4%,5%,-2%,0%,0%,-13,-7
O=C(Cc1c(C(=O)O)[nH]c2ccccc12)Nc1ccc2c(c1)OCO2,6%,1%,?,-11%,13µM*,16,6
CC1=C(C(=O)N2CCCC(C(=O)c3cccc(C(F)(F)F)c3)C2)OCCO1 (centres undefined),-2%,8%,?,9%,13µM*,13,-2
CC(=O)NC(C(=O)N1CCC(c2nc3ccccc3s2)CC1)C(C)C (centres undefined),7%,-9%,3%,0%,77%[activator],-9,-2
O=C(c1ccc(NS(=O)(=O)c2ccccc2)cc1)N1CCCC1,-4%,2%,18%,0%,/,-9,4
COCCCNC(=O)c1ccc(N(C)S(=O)(=O)c2ccc(OC)cc2)cc1,2%,0%,7%,-7%,2%,-3,1
Cc1cc2c(c(N)n1)c(=O)oc1ccccc12,-2%,1%,33%[activator],10%,-2%,13,-2
Nc1nc(SCC(=O)NCCc2ccccc2)[nH]c(=O)c1-c1ccccc1,/,-4%,6%,/,30%[activator],-11,-2
O=C(Nc1nc(NC(=O)c2ccco2)n(-c2ccccc2)n1)c1ccccc1,5%,-2%,?,-16%,-16%[5.75 µM],-4,-2
Cc1ccc(CNC(=O)C2CCC(=O)N(CCc3ccc(Cl)cc3)C2)s1 (centres undefined),-2%,-7%,6%,-1%,?,-5,15
NCC12CC3CC(C1)CC(c1ccc(Br)cc1)(C3)C2,-1%,1%,0%,-9%,8%,-9,-4
CCOc1cccc(N(C(=O)CCC(=O)Nc2cc(C)on2)C(C(=O)NC(C)(C)C)c2ccc(OC)cc2)c1 (centres undefined),-2%,-2%,3.3µM*,-9%,?,-6,4
COC(=O)c1cc(C(=O)OC)cc(N2C(=O)CN=C2Nc2nc(C)cc(C)n2)c1,3%,2%,23%,2%,82%[activator],-13,0
O=C1C2C3C=CC(CO)(O3)C2C(=O)N1c1ccc(-c2ccccc2)cc1 (centres undefined),/,?,46%[activator],/,14%,46,23*
# Going on with the list:
SMILES,Tb PYK inh,LmPK inh,Pf growth 48h,AMA1-RON2 inh,Pf growth 96h,Shiga inhibitor,Cycloheximide cs
Cc1cc2nc(-c3ccc(SCC(=O)Nc4nccs4)nc3)[nH]c2cc1C,1%,2%,0%,7%,?,15,39*
N[C@@H](Cc1ccc(O)cc1)C(=O)O,-5%,/,3%,/,?,14,5
Cc1ccc(Nc2nnc(SC3CCOC3=O)s2)c(C)c1 (centres undefined),-13%,-2%,3%,18%,11%,-9,5
CC(C)CCNc1cc(=O)n(C)c(=O)n1C,-5%,-1%,-13%,-13%,/,-11,-3
COc1ccc(-c2c(C)oc3c(CN4CCCC(C)C4)c(O)ccc3c2=O)cc1OC (centres undefined),1%,-13%,?,-1%,?,-9,-2
COC(=O)C1=C(C(=O)OC)SC(=C2C(=S)C(C)(C)N(C(=O)CC(C)C)c3ccccc32)S1,-8%,-8%,/,?,47%[activator],-9,3
COc1ccc(S(=O)(=O)N(CCC#N)Cc2ccco2)cc1OC,-2%,6%,-5%,-7%,-3%,-3,1

# Structures from the list above that have a Cl atom, in the order listed:
SMILES,Tb PYK inh,LmPK inh,Pf growth 48h,AMA1-RON2 inh,Pf growth 96h,Shiga inhibitor,Cycloheximide cs
COc1ccc(Cl)cc1NC(=O)CSc1nnc(COc2ccccc2)n1C,0%,1%,-19%,5%,?,-4,12
O=C(NCCN1CCOCC1)c1nn2c(c1Cl)NC(c1ccccc1)CC2C(F)(F)F (centres undefined),0%,-2%,-9%,-3%,-14%,-11,-6
Cc1ccc(N2C(=O)NC(NC(=O)c3ccc(Cl)cc3)(C(F)(F)F)C2=O)cc1 (centres undefined),1%,7%,8%,10%,36%[activator],-5,-6
O=C(c1ccc2c(c1)OCO2)N1CCC2(CC1)Oc1ccc(F)cc1C(=O)C21CC(c2ccc(Cl)cc2)=NO1 (centres undefined),-7%,-1%,-22%,2%,-4%,-5,-3
CC(C)NC(=O)C1CC(=O)N(c2ccc(F)c(Cl)c2)C1 (centres undefined),1%,-5%,?,17%,473%[activator],-12,-1
O=C(COC(=O)c1n[nH]c2ccccc12)Nc1ccc(Cl)cc1[N+](=O)[O-],2%,2%,5%,-7%,17%,27,7
CC(C)CC(NC(N)=O)C(=O)Nc1ccc(Cl)c(Cl)c1 (centres undefined),-2%,0%,38%[activator],-2%,24%,10,-1
CCNc1cc(Cl)nc(SC)n1,-16%,-1%,7%,-10%,50%[activator],28,-4
O=C1CCN(S(=O)(=O)c2ccc(Cl)cc2)CCN1,1%,0%,11%,7%,1%,16,-1
Cc1ccc(CNC(=O)C2CCC(=O)N(CCc3ccc(Cl)cc3)C2)s1 (centres undefined),-2%,-7%,6%,-1%,?,-5,15
